E coli Lon inh: inhibitors of E. coli Lon protease, primary screen, biochemical, fluorescence polarization; purified E. coli Lon protease; inhibition, % at 7.94 µM; 0.42% of 360,000 active; in the data active = inhibition above about 13%, passing the limit was not always enough;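 also: 0% = enzyme with probe and DMSO and 100% = no enzyme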
Rpn11 block: Rpn11 (PSMD14) deubiquitinase inhibitors, primary screen, biochemical, fluorescence polarization, uHTS. 26S proteasome non-ATPase regulatory subunit 14 (Homo sapiens), O00487. human 26S proteasome, Ub4-pepOG fluorescence polarization; 20S core pre-blocked with epoxomicin. calls only at 20 µM. 0.59% of 360,000 active. AID 588493, 2011;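 active = inhibition at 20 µM, scaled to each plate's controls, above about 33%, limit read from the data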
Target sequence (O00487 whole entry, looked up): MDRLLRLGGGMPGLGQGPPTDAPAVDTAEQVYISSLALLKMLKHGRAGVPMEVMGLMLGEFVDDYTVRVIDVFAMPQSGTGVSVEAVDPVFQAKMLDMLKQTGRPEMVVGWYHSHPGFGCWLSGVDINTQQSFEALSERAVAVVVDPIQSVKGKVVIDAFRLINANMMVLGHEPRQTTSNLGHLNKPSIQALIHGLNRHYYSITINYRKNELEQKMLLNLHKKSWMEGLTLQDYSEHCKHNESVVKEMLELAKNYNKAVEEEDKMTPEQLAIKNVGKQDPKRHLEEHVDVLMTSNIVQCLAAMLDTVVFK
bovine MsrA act: bovine MsrA enzyme activators, primary screen, biochemical, absorbance, HTS | 0.3% of 360,000 active | activation, % at 10.6 µM | purified bovine MsrA, absorbance read-out | Methionine sulfoxide reductase A (Bos taurus); in the data active = activation above about 7.5%;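 also: 0% = vehicle and 100% = reference activator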
FAS-TE inh: FAS thioesterase domain inhibitors, primary screen, biochemical, fluorescence intensity, uHTS; inhibition, % at 15 µM; Fatty acid synthase (Homo sapiens), P49327; recombinant FAS-TE, OMFH fluorogenic substrate, fluorescence endpoint; 0.67% of 360,000 active;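 active = compounds whose normalised, plate-corrected inhibition of enzyme fluorescence in the single-dose primary screen is 50% or more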;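 also: 0% = DMSO with enzyme and 100% = substrate without enzyme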
MsrA inh: bovine MsrA enzyme inhibitors, primary screen, biochemical, absorbance, HTS | Methionine sulfoxide reductase A (Bos taurus) | purified bovine MsrA, absorbance read-out | inhibition, % at 15.5 µM | 0.75% of 360,000 active; in the data active = inhibition above about 4.5%;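 also: 0% = vehicle wells with enzyme and 100% = reference inhibitor wells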
MLLE-PAM2 inh: inhibitors of PABP1 MLLE–PAM2 peptide binding, primary screen, biochemical, fluorescence polarization, FITC-PAM2, GST-MLLE; Polyadenylate-binding protein 1 (Homo sapiens), P11940; 0.36% of 360,000 active; inhibition, % at 20 µM; AID 588489, 2011; in the data active = inhibition above about 35%, passing the limit was not always enough;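 also: plate controls were DMSO wells with GST-MLLE for no effect and wells lacking GST-MLLE protein for full effect; some results filed as inactive read as strong as hits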
Target sequence (P11940 whole entry, looked up): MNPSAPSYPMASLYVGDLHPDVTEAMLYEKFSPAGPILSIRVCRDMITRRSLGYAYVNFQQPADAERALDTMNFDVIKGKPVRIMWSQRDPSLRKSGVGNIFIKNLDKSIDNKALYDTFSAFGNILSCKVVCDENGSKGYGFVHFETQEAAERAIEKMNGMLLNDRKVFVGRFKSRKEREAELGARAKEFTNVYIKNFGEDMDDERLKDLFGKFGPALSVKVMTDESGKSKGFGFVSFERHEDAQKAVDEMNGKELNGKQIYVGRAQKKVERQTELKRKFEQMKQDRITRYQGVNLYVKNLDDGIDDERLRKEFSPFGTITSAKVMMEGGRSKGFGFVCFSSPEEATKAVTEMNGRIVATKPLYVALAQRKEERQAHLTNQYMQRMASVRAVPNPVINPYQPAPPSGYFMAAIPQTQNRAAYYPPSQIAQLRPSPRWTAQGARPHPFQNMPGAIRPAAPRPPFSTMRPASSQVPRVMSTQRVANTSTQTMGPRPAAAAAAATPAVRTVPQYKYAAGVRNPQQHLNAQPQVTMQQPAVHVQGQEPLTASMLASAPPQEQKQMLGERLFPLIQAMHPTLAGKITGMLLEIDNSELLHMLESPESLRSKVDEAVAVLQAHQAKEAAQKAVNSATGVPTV
Rin1 Abl inh: inhibitors of Rin1-Abl protein binding, primary screen, biochemical, TR-FRET | inhibition, % at 7.35 µM | 0.4% of 360,000 active | Tyrosine-protein kinase ABL1 (Homo sapiens) + Ras and Rab interactor 1 (Homo sapiens), …; in the data active = inhibition above about 5%, passing the limit was not always enough
MT1-MMP act inh: blockers of MT1-MMP proenzyme processing, primary screen, HT1080 RFP-PRO-GFP cells, GFP/RFP fluorescence; Matrix metalloproteinase-14 (Homo sapiens), P50281; 0.061% of 360,000 active; GFP/RFP ratio change, % at 20 µM; GFP/RFP ratio fluorescence, overnight; percent of plate control window, DMSO zero;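 active = GFP/RFP ratio change of at least 30% with cell ATP level not reduced by more than half and red fluorescence within 50% of control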; also: strong numbers were not always called active
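Read-out: GFP/RFP fluorescence ratio; Test system: RFP-PRO-GFP reporter HT1080 cells; Compound dosing: single-point 20 µM compound, 1% DMSO; Times: overnight compound exposure at 37 °C.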
CSN inh: inhibitors of CSN-mediated cullin deneddylation, primary screen, biochemical, fluorescence polarization, uHTS; COP9 signalosome complex subunit 5 (Homo sapiens), Q92905; Purified CSN, SCF-Nedd8-OG deneddylation; inhibition, % at 12.5 µM; 0.38% of 360,000 active;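 active = pattern-corrected inhibition above about 35%, with an unprinted fluorescence ratio check between 0.5 and 1.5, limit read from the data, passing the limit was not always enough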;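 also: 0% = enzyme with substrate and 100% = substrate without enzyme; some results filed as inactive read as strong as hits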
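test system = HEK293T-derived human Csn5 enzyme | amount = 0.24 nM Csn5 enzyme, final concentration | medium = Tris/NaCl/DTT buffer, pH 7.5 | schedule = 90 min reaction at room temperature | signal = FP | evaluation = inhibition of Csn5 cleavage, % | compound dosing = single dose of 12.5 µM compound with 0.25% DMSO | probe or stimulus = 10 nM SCFSkp2-Nedd8OG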
Active calls of the source: *; i = inactive; + = active, no number.

SMILES	E coli Lon inh	Rpn11 block	bovine MsrA act	FAS-TE inh	MsrA inh	MLLE-PAM2 inh	Rin1 Abl inh	MT1-MMP act inh	CSN inh
Cc1ccc(S(=O)(=O)N2[C@@H](c3ccc(Cl)cc3)C(C(=O)O)=C[C@H]2C(C)(C)C)cc1	5	i	-3	-4	-0.4	1	-6	1	1
COc1ccc(S(=O)(=O)N2CCCCCC2)cc1NC(=O)Cc1ccccc1F	1	i	-3	15	-1.6	-1	1	-2	-6
S=c1[nH]nc(CSCc2ccccc2Cl)n1-c1ccccc1	-2	i	-2	-5	0.1	-3	1	1	-5
Clc1ccccc1Nc1nc2ccccc2o1	4	i	-10	4	0.7	-5	0	0	-1
COc1ccccc1CNC(=O)COC(=O)c1ccc2c(=O)n3c(nc2c1)CCCCC3	1	i	-9	-2	0.2	3	4	5	-5
COc1ccccc1-c1cnc(C(O)c2ccc(C)cc2)[nH]1 (centres undefined)	-16	i	-1	-1	-1.2	0	-3	3	-5
CCSc1nc(CC)c2c(c1C#N)CCCC2	13	i	-10	15	0.2	2	2	-2	-5
O=C(NC1CCCCC1)C12CC3CC(C1)CC(n1cncn1)(C3)C2	-2	i	-5	-2	-1.0	3	0	1	-5
Cc1ccc(CNC(=O)CN2C(=O)CSc3ccc(S(=O)(=O)N4CCC(C)CC4)cc32)cc1	2	i	-1	38	-0.8	-5	1	-2	0
COc1ccccc1C(NC(C)=O)c1c(O)ccc2ccc(O)cc12 (centres undefined)	2	i	-3	-2	0.1	19	0	-1	-4
Cc1nn(-c2ccccc2)c(N2CCCC2)c1C=O	2	i	-3	-5	1.1	-10	-3	-9	4
CCOC(=O)CCn1cnc2ccc([N+](=O)[O-])cc2c1=O	-12	i	-5	4	1.0	4	-3	-2	3
CC(NC(=O)CNC(=O)C(Cc1ccccc1)NC(=O)OCc1ccccc1)C(N)=O (centres undefined)	6	i	-9	-9	1.0	-6	-1	1	2
O=C(CC1CC1)Nc1ccc2c(c1)[C@@H]1C[C@H](CC(=O)NC3CCCC3)O[C@@H](CO)[C@@H]1O2	-10	i	-8	-9	1.3	11	-1	1	5
CC(=O)c1c(C)[nH]c(C(=O)Nc2ccc(F)cc2F)c1C	-4	i	-3	2	1.0	-13	3	-7	1
O=C(COc1cccc(Oc2ccccc2)c1)Nc1ccc(SC(F)F)cc1	-15	i	-3	81*	0.8	-14	-3	1	2
COc1cc(OC)cc(C(=O)NCC(=O)OCC(=O)Nc2ccc3c(c2)OCO3)c1	3	i	0	-2	0.3	-11	4	-2	-4
O=C1NN(c2ccccc2)C(=O)/C1=C/c1ccc(-c2cccc(C(=O)O)c2)o1	-2	i	-3	-2	1.6	-3	1	-6	5
Cc1cc(C)nc(N2CCCC(C(=O)NCc3cccs3)C2)n1 (centres undefined)	0	i	0	-5	0.8	-1	-2	1	0
Cc1ccc([N+](=O)[O-])cc1-c1ccc2cccc(C)c2n1	2	i	-3	21	-0.4	-1	3	6	2
C=CCc1cccc2cc(C(=O)NCCOC)c(=O)oc12	-1	i	-5	-3	2.5	8	2	-2	1
CCn1ncc(Cl)c1C(=O)NC(C)c1ccccc1 (centres undefined)	-10	i	-3	-10	0.9	1	4	-7	3
O=C(CSc1ncccn1)n1c2c(c3ccccc31)CCCC2	-1	i	-4	34	-0.7	7	4	-1	-1
CC(Oc1ccccc1)C(=O)N1CCN=C1SCc1ccccc1 (centres undefined)	-5	i	-3	11	0.1	3	-1	3	-5
CCc1cc(C(=O)c2ccc(OC)cc2)c(NC(=O)CN2CCN(C)CC2)s1	1	i	-1	4	0.0	4	-2	1	2
Remaining list, next part:
SMILES	E coli Lon inh	Rpn11 block	bovine MsrA act	FAS-TE inh	MsrA inh	MLLE-PAM2 inh	Rin1 Abl inh	MT1-MMP act inh	CSN inh
COc1cccc(CNC(=O)c2cccnc2Sc2ccc(C)cc2C)c1	0	i	-5	7	0.2	4	2	-1	2
CS(=O)(=O)c1ccccc1-c1nnc(NC(=O)c2ccc3ncsc3c2)o1	7	i	-3	-6	1.8	-2	-1	1	-2
COc1cccc(CN(C)C[C@H]2OCc3cnnn3CCCC(=O)N([C@@H](C)CO)C[C@@H]2C)c1	5	i	-1	-7	-0.5	9	-1	4	2
Cc1cccc(NC(=O)c2cccnc2)c1C	-10	i	-3	-5	-0.2	-7	1	1	-4
O=C(N/N=C/c1ccc(-c2cccc([N+](=O)[O-])c2)o1)c1cccs1	-4	i	-5	4	1.1	9	1	1	1
CCc1ccc(NC(=O)Cn2c(=O)oc3cc(S(=O)(=O)N4CCOCC4)ccc32)cc1	5	i	0	-3	0.3	15	8.1*	-2	2
CC(=O)NCCNC(=O)C1(C)Cc2c(-c3ccc(C(N)=O)cc3)ccnc2O1 (centres undefined)	-9	i	-3	-9	-0.3	-3	-3	5	0
CCN1CCN(CC(O)COC(c2ccccc2)c2ccccc2C)CC1 (centres undefined)	1	i	0	-3	-0.5	0	2	-1	1
COc1ccc(-c2nnn(CC(=O)N(CC(=O)NC3CCCC3)c3ccccc3)n2)cc1OC	-4	i	-1	-3	1.9	1	5	0	2
O=C(COC(=O)COc1ccccc1)Nc1ccc(S(=O)(=O)N2CCOCC2)cc1	10	i	-9	1	-1.0	-17	3	2	-2
O=C1N/C(=C/c2ccc(N3CCOCC3)o2)C(=O)N1c1ccccc1	-11	+	-3	-33	1.4	-75	3	-5	-1
COCC(=O)NC1CC(C)(C)Cc2c1cnn2-c1ccc(F)cc1 (centres undefined)	-2	i	0	1	0.4	-13	1	1	4
O=C1OCC2=C1C(c1ccc(F)cc1)c1cc3c(cc1N2)OCO3 (centres undefined)	3	i	-2	20	1.3	21	-3	0	2
COC(=O)c1cc(C#N)c(N(C)Cc2ccccc2)nc1C	4	i	-1	15	0.3	6	-4	-3	-1
CC(C)NC(=O)NC(=O)CSc1nnc(C(F)(F)F)n1C	-6	i	0	-4	-1.5	-1	2	0	-2
Cc1cccc(C(=O)n2c(=S)nc3cc(C)ccn32)c1	-2	i	-2	-4	-0.3	21	2	2	6
Cc1ccc(/C=N/NC(=O)c2ccccc2OCc2cccc(Br)c2)o1	-4	i	-4	18	1.2	4	0	-1	-7
CC1(C)OC(=O)C2=C(CC(c3ccccc3)OC2CCc2ccccc2)O1 (centres undefined)	-5	i	-1	22	0.4	-7	-6	-7	2
O=C(O)c1ccc(NS(=O)(=O)c2ccc3c(c2)C2C=CCC2C(c2ccccc2F)N3)cc1 (centres undefined)	-4	i	-4	0	2.8	-13	7	9	6
COc1ccc(NS(=O)(=O)c2ccc3[nH]c(=O)[nH]c3c2)cc1	-7	i	-2	-5	1.1	-10	3	-1	3
COc1ccc2nc(NC(=O)C3CC(=O)N(c4ccc5c(c4)OCCO5)C3)sc2c1 (centres undefined)	-27	i	-2	2	0.5	-8	1	-4	-2
CCC(=O)c1ccc(O)c(OC)c1	2	i	-2	-5	2.0	11	0	-1	7
CCN(CC(=O)Nc1cccc(OC)c1)C(=O)c1ccc(C)s1	10	i	-1	-4	0.9	3	-3	3	1
COc1ccc(CN2C[C@@H](CO)O[C@@H](n3cnc4c(NC5CCC5)ncnc43)C2)cc1	-3	i	-3	-5	-0.5	-3	12*	7	4
CSc1nnc2c(n1)OC1(Nc3ccccc3-2)C(=O)Nc2ccccc21 (centres undefined)	-3	i	0	0	0.4	11	-3	-3	-1

Some entries already given, showing only E coli Lon inh and CSN inh:
compound | E coli Lon inh | CSN inh
COc1ccc2nc(NC(=O)C3CC(=O)N(c4ccc5c(c4)OCCO5)C3)sc2c1 (centres undefined) | -27 | -2
CCC(=O)c1ccc(O)c(OC)c1 | 2 | 7
CCN(CC(=O)Nc1cccc(OC)c1)C(=O)c1ccc(C)s1 | 10 | 1
COc1ccc(CN2C[C@@H](CO)O[C@@H](n3cnc4c(NC5CCC5)ncnc43)C2)cc1 | -3 | 4
CSc1nnc2c(n1)OC1(Nc3ccccc3-2)C(=O)Nc2ccccc21 (centres undefined) | -3 | -1

Some of these compounds in order of number of heavy atoms, highest first:
SMILES	E coli Lon inh	Rpn11 block	bovine MsrA act	FAS-TE inh	MsrA inh	MLLE-PAM2 inh	Rin1 Abl inh	MT1-MMP act inh	CSN inh
O=C(N/N=C/c1ccc(-c2cccc([N+](=O)[O-])c2)o1)c1cccs1	-4	i	-5	4	1.1	9	1	1	1
COc1ccc(NS(=O)(=O)c2ccc3[nH]c(=O)[nH]c3c2)cc1	-7	i	-2	-5	1.1	-10	3	-1	3
CC(C)NC(=O)NC(=O)CSc1nnc(C(F)(F)F)n1C	-6	i	0	-4	-1.5	-1	2	0	-2

Next section.
SMILES	E coli Lon inh	Rpn11 block	bovine MsrA act	FAS-TE inh	MsrA inh	MLLE-PAM2 inh	Rin1 Abl inh	MT1-MMP act inh	CSN inh
COc1cccc(S(=O)(=O)c2nc(C)c3c(n2)CCC3)c1	-1	i	-6	-8	-0.7	5	0	-1	5
O=C(CSc1nc2ccccc2c(=O)n1CCCO)N1CCc2ccccc21	-6	i	-3	-5	0.8	-6	0	-1	-3
O=C(CCN1C(=O)/C(=C/C=C/c2ccccc2)SC1=S)Nc1nccs1	-20	i	-14	-2	1.6	2	0	-1	11
CCCN1C2=C(C(=O)CCC2)C(c2ccc(O)c(Br)c2)C2=C1CCCC2=O	-2	i	-5	-3	1.1	24	-7	-6	1
Cc1cccc(C2(c3cccc(C)c3)CC2C(=O)NCC2CCCO2)c1 (centres undefined)	-21	i	-1	-6	-0.1	0	1	2	5
O=[N+]([O-])c1cccc(CNc2ccc3c(c2)CCC3)c1	3	i	-4	30	-0.1	-2	-1	-2	-3
O=C(O)c1cc(N2CCCCC2)nc2ccccc12	1	i	-13	-8	1.1	5	3	-5	4
COc1ccc(Cl)cc1NC(=O)COc1ccc2c(c1)OCO2	-8	i	-4	-7	-0.6	-7	1	4	-4
Cc1ccc(C(=O)N/C(=C/c2cccc([N+](=O)[O-])c2)C(=O)NC(C)C)cc1	6	i	-12	22	0.5	3	-1	-2	-12
O=C(c1ccc(-c2ccc([N+](=O)[O-])cc2Cl)o1)N1CCOCC1	5	i	-1	-8	-0.2	-9	0	3	-2
O=C(COC(=O)CNC(=O)c1ccc(Cl)cc1)Nc1ccc(Cl)cn1	-5	i	2	-3	-0.3	-15	-1	2	4
O=C1C2C3CCC(C3)C2C(=O)N1CNc1ccccc1 (centres undefined)	-1	i	-3	-9	-1.1	-5	-1	-1	1
Cc1cc2nc(-c3ccc(NC(=O)c4cccnc4)cc3)oc2cc1C	-5	i	-2	5	-0.7	-2	0	5	4
Nc1nc(Cl)cc(-c2ccccc2)n1	-6	i	-5	-2	1.9	19	3	-1	-3
O=C(CN1CCOCC1)N1CCCc2c1c(=O)oc1ccc(OCc3ccccc3)cc21	0	i	-3	-2	3.2	6	-4	3	-5
O=C(NC(O)C(=O)c1ccccc1)c1cccs1 (centres undefined)	-6	i	-2	-2	0.5	-11	-5	0	-3

Screens: PubChem, several laboratories
